Hep lipid drop: inhibitors of hepatocyte lipid droplet formation, primary screen, imaging, high-throughput imaging, BODIPY stain | AML12 mouse hepatocytes, oleate lipid droplets | inhibition, % at 6.5 µM | hit rate 0.4% among 240,000;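 active = lipid droplet intensity inhibited by at least 50%, with more than 500 cells counted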
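Material: mouse AML12 hepatocyte cell line, fixed after treatment; Timing: compound with oleate, overnight; Technique: high-content imaging of BODIPY-stained droplets and DAPI nuclei; Probe or stimulus: oleate, 100 µM final; Dosing: compound at 6.5 µM only.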
Autophagy HCS: autophagy modulators in MEF cells, primary screen, imaging, high-content, MEF GFP-LC3; MEF GFP-LC3 puncta imaging; test concentration mostly 10 µM; calls only at 10 µM (by protocol); hit rate 0.98% among 190,000;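 active = percentage of spot-positive cells more than 3 SD above its plate mean, without a fluorescence outlier flag or 80% toxicity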;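 also: spot-positive cell cutoff set from DMSO-treated cells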
NOD2 inhibition: NOD2 signaling inhibitors, cell-based, luminescence, uHTS, HEK293 (AID 1566); HEK293 NOD2/NF-kB luciferase reporter, luminescence; higher % means a stronger effect; hit rate 0.63% among 290,000; inhibition, % at 4 µM, or EC50 in µM where a hit was titrated; in the data active = inhibition above about 50%; also: many of its hits are not listed in these tables
Ins promoter up: insulin promoter activators in MIN6 cells, imaging, high-content screening, mouse beta cells. hit rate 0.3% among 190,000. AID 1625, 2009. z-score at 5 µM. MIN6 insulin promoter-GFP reporter; active compounds read high;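 active = z-score above 3 at 5 µM with at least 500 cells counted in the well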
Dynein transport: inhibitors of GR-EGFP nuclear translocation, primary screen, dynein cargo transport inhibitor project, imaging, high-content, 3617.4 mouse cells; test concentration mostly 20 µM; stimulated with dexamethasone, 1 µM; active compounds read low; z-score, hits read low; hit rate 0.47% among 220,000;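 active = plate z-score of nuclear minus cytoplasmic receptor signal below a set negative limit, without overly bright fluorescence or cell loss, cut at about -3.5 in these data, passing the limit was not always enough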;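 also: z-score of nuclear minus cytoplasmic ring GR-EGFP intensity difference per well; some compounds called inactive have numbers as strong as hits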
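Buffer or medium: tetracycline-free induction medium containing charcoal-stripped FBS / Reagent: dexamethasone agonist, 1.0 µM final, for 30 min / Technique: automated 10x imaging of fixed Hoechst-stained cells / Times: induction 48 h, compound 1 h, agonist 30 min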
bCat nuc transl: modulators of beta-catenin nuclear translocation, primary screen, imaging, HeLa cells, immunofluorescence, high-content; nuclear translocation activity, % at 5 µM; hit rate 0.3% among 190,000; AID 1665, 2009;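 active = nuclear translocation activity above 50% at 5 µM, with a well cell count of 50 or more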;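 also: per-cell ratio of nuclear to cytoplasmic median beta-catenin stain intensity; plate controls were DMSO negative control for no effect and GSK-3 inhibitor IX positive control for full effect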
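Read-out: Nuclear/cytoplasmic beta-catenin signal ratio, % activation | Assay system: Human HeLa cell line | Times: 24 h compound exposure at 37°C, 5% CO2 | Signal: Fluorescence imaging of beta-catenin antibody stain plus DAPI | Dosing: 5 µM primary, 0.02–20 µM confirmation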
Yfh1-depleted yeast: enhancers of respiration in Yfh1-depleted yeast, dose response, Friedreich's ataxia, plus single-dose screen (AID 1465); S. cerevisiae Yfh1-off respiration, WST-1 reduction, 72 h; higher fold induction means a stronger effect; fold induction at 50 µM; hits with a dose series show EC50 in µM; hit rate 0.074% among 220,000;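 active = fold induction of absorbance versus untreated yeast above a set limit, then at least 30% activation at any dose in follow-up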;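 also: activators that raise dye reduction in frataxin-depleted yeast; strong numbers were not always called active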
WT yeast gro inh: growth inhibition of WT strain, primary screen, mitochondrial fusion inhibitor project, WT and mutant strains, chemical genetic; mitochondrial fusion phenotypic screen; inhibition, % at 10 µM; hit rate 2.1% among 190,000; in the data active = inhibition above about 58%; tested in S. cerevisiae
MT stabilizer: microtubule stabilizers in HeLa cells, primary screen, imaging, high-content imaging; HeLa tubulin immunostaining HCS, 24 h; share of cells brighter than vehicle mean+2SD; hit rate 0.83% among 200,000; % tubulin-high responders, % at 10 µM;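 active = plate Z-score above 3 for both tubulin-high and condensed-nucleus cell shares, with cell loss under 80%, at 10 µM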;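 also: anti alpha tubulin signal scored within the nucleus-defined area of each cell; some results filed as inactive read as strong as hits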
WT yeast gro inh mutant strain: further read-out of WT yeast gro inh, marked with its call; inhibition, %; mitochondrial fusion phenotypic screen, mutant strain inhibition
Dynein transport cytoplasmic EGFP: recorded beside Dynein transport, whose call it bears; z-score; measured here: cytoplasmic GR-EGFP intensity; active compounds read high
Dynein transport nuclear GR-EGFP: second read-out of Dynein transport, no call of its own (marks repeat the call); z-score; measured here: nuclear GR-EGFP intensity;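 lower value marks the stronger effect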
Dynein transport cell count: further read-out of Dynein transport, marked with its call; z-score; measured here: cell count per field
Ins promoter up cell count: also measured in Ins promoter up; calls as there; cell count; measured here: cytotoxicity, nuclei count;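 total cells summed across four imaged fields per well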
Hep lipid drop cells 6.5 µM: further read-out of Hep lipid drop, marked with its call; cell count; measured here: cell count, cytotoxicity flag;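 cells counted across two imaged fields per well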
bCat nuc transl cell count 5 µM: second read-out of bCat nuc transl, no call of its own (marks repeat the call); cell count; measured here: cell count, cytotoxicity flag
MT stabilizer Hoechst-high %: also measured in MT stabilizer; calls as there; % Hoechst-high responders; measured here: nuclear condensation Hoechst responders;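 share of cells brighter than vehicle mean plus two SD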
MT stabilizer cytotoxicity %: second read-out of MT stabilizer, no call of its own (marks repeat the call); toxicity, %; measured here: cytotoxicity by cell density;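 0% = mean cell density of plate MIN control wells and 100% = no cells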
Autophagy HCS cell loss 18 h: recorded beside Autophagy HCS, whose call it bears; toxicity, %; measured here: cell loss, nuclei count;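 cell loss after 18 h compound exposure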
* marks the source's active call; other numbers are inactive results; i = inactive; . = no result given.

Order of results: Hep lipid drop, Hep lipid drop cells 6.5 µM, Autophagy HCS, Autophagy HCS cell loss 18 h, NOD2 inhibition, Ins promoter up, Ins promoter up cell count, Dynein transport, Dynein transport cytoplasmic EGFP, Dynein transport nuclear GR-EGFP, Dynein transport cell count, bCat nuc transl, bCat nuc transl cell count 5 µM, Yfh1-depleted yeast, WT yeast gro inh, WT yeast gro inh mutant strain, MT stabilizer, MT stabilizer Hoechst-high %, MT stabilizer cytotoxicity %
COC(=O)C(Cc1ccccc1)NC(=O)COc1ccc(C(C)(C)C)cc1 (stereo not drawn)
→ 10, 767, i, 2, 29%, 0.19, 900, -0.18, -0.25, -0.13, 0.68, ., ., i, 12, -7, 1.6, 2.8, 6.4
O=C(c1cccc([N+](=O)[O-])c1)c1ccc2c(c1)C(=O)NC2=O
→ 10, 682, i, -4, 11%, -0.42, 1314, 0.18, -0.35, -0.082, -0.68, -0.1, 1136, i, 11, 2, 7.0, 1.5, 8.1
CC(=O)Nc1ccc(S(=O)(=O)Oc2ccc(/C=N/NC(=O)c3ccc(Cl)cc3)cc2)cc1
→ ., ., i, 9, 7%, -0.75, 1084, 2.3, -0.09, 0.82, -1.6, -2.3, 821, i, -12, -3, 3.6, 1.6, 6.0
CCCCN(C)C(=S)Nc1ccsc1C(=O)OC
→ -27, 728, i, 4, 12%, ., ., 0.33, -0.28, 0.67, -0.14, -2.1, 1095, i, 8, 29, 3.3, 3.4, 6.9
Cc1ccc(CSc2ncnc3c2cnn3Cc2ccccc2)cc1C
→ 7, 690, i, -7, -3%, 0.03, 985, -0.28, 0.078, -0.02, 0.19, -2.0, 1326, i, 28, 4, 1.8, 2.0, 6.3
CCc1nc(SCC(=O)NNC(=O)c2ccc(OC)cc2)c2ccccc2n1
→ 2, 732, i, -7, 12%, ., ., 0.26, 0.015, 0.11, -0.89, 0.3, 1608, i, -23, -44, 3.5, 1.9, 11
CCOC(=O)C1(CCCc2ccccc2)CCN(C(=O)C2CCCN(C(N)=O)C2)CC1 (stereo not drawn)
→ -27, 703, i, 25, 8%, 0.08, 1485, -0.44, 0.29, -0.028, -3.5, -1.8, 896, i, 12, 7, 4.3, 1.7, 0.3
O=C(c1cccc(S(=O)(=O)N2CCOCC2)c1)N1CCN(S(=O)(=O)c2cccs2)CC1
→ 10, 659, i, 19, 12%, 0.59, 1137, 3.8, 0.11, 2, -2.9, -0.2, 1051, i, -15, 6, 3.1, 2.3, 7.4
CC(C)C(NC(=O)c1ccc(C(C)(C)C)cc1)C(=O)OCC(=O)NC(=O)Cc1ccccc1 (stereo not drawn)
→ -6, 759, i, 8, 3%, 0.2, 1249, -0.023, -0.19, 0.14, 0.071, -1.2, 513, i, 17, 8, 3.1, 2.2, 0.2
CCOc1ccc(C2Nc3ccccc3C(CC)(CC)O2)cc1 (stereo not drawn)
→ -10, 704, i, -10, 14%, -0.05, 1193, -0.43, -0.25, -0.04, 0.75, 7.2, 1041, i, 2, 9, 1.6, 1.0, 3.5
COC(=O)c1ccc2nc(NC(=O)C3CCCCC3)sc2c1
→ -2, 727, i, -7, -91%, -1.4, 1373, 0.24, -0.1, -0.47, 1.2, -0.3, 1051, i, 1, -8, 3.7, 2.1, 6.5
CC1(C)CC(=O)C(C(c2ccc(F)cc2)C2C(=O)CC(C)(C)CC2=O)C(=O)C1
→ 15, 727, i, -5, 9%, 0.83, 1312, 0.082, -0.13, 0.2, -1.9, ., ., i, 5, 9, 2.8, 3.2, 7.7
O=C(NCC12CC3CC(CC(C3)C1)C2)c1nc2ncccn2n1
→ ., ., i, -7, 6%, 0.76, 1531, 3.7, -0.19, 1.6, -1.6, 2.5, 1354, i, -5, -19, 6.4, 3.7, 10
Cc1ccc(N2C(=O)CC(Cc3cc(C)cc(C)c3)C2=O)cc1 (stereo not drawn)
→ -23, 659, i, -1, 9%, ., ., 0.0045, -0.12, -0.22, -0.16, -0.3, 1509, i, -22, -10, 1.8, 1.8, 5.1
N#CCSc1nnc(-c2cccnc2)n1-c1ccccc1
→ ., ., i, -8, 1%, 0.57, 1658, -0.8, -0.33, -0.38, 0.085, -1.5, 712, i, -5, 7, 4.8, 3.6, 3.9
CCCCCCCn1c(=O)c(C(=O)OC)c(N)c2ccccc21
→ -48, 630, ., ., 26%, 0.11, 1170, 0.27, 0.36, 0.92, -0.44, 1.0, 1360, i, ., ., ., ., .
C=CCS/C(N)=N\N=C\c1cc(Br)cc([N+](=O)[O-])c1O
→ 7, 741, ., ., 12%, -0.7, 1412, 0.74, -0.13, 0.36, -0.37, -2.9, 1236, i, ., ., ., ., .
COc1ccc(CCNC(=O)c2c(O)c3cccc4c3n(c2=O)CC4)cc1
→ -14, 577, i, -3, 14%, 0.05, 1775, -0.15, -0.34, -0.058, 0.53, 0.6, 1060, i, -16, -16, 5.0, 3.1, 3.1
CCCCCOC(=O)c1[nH]c2c(c1C)C(=O)C(C(=O)OC)C(C)C2 (stereo not drawn)
→ -11, 741, i, 7, -3%, -0.5, 860, 0.61, -0.11, 0.42, 0.39, ., ., i, 25, 19, 3.0, 2.9, 4.4
CCS(=O)(=O)c1ccc(N)cc1
→ 3, 704, i, 38, 1%, 0.35, 1289, -0.5, -0.33, -0.65, 1.3, -0.7, 1134, i, 7, 5, 3.7, 2.6, 2.2
O=C(CSc1ccccc1C(=O)O)NCc1ccccc1
→ -1, 655, i, -13, 0%, -0.08, 1717, -0.088, -0.24, -0.44, 1.1, -1.9, 1108, i, -5, 11, 2.6, 2.3, 14
COc1ccccc1N1CCN(C(=O)Nc2cccc(Cl)c2)CC1
→ 7, 763, i, 3, 7%, -1.5, 1057, 1.7, 0.21, 1.6, -1.5, ., ., i, -9, 4, 2.1, 1.5, 1.1
CC1=C(C(=O)N2CCN(c3cc(C)ccc3C)CC2)C2(CCCCC2)OC1=O
→ -16, 762, i, 11, 15%, 0.73, 1369, -0.69, -0.24, 0.23, 0.66, 0.1, 485, ., 11, 11, 3.4, 1.5, 6.3
CCOc1ccc(C(CC(=O)O)NC(=O)COc2ccccc2OC)cc1OC (stereo not drawn)
→ -9, 740, i, 0, 15%, -0.22, 1298, -0.52, -0.25, -0.33, 0.83, -0.2, 1060, i, -21, -8, 2.1, 1.9, 4.9
O=C(CCCN1C(=O)c2cccc3cccc(c23)C1=O)N1CCN(c2ccccc2O)CC1
→ -24, 619, i, -8, 7%, -0.36, 1256, 0.29, -0.28, -0.32, -0.48, 0.5, 935, i, 11, -10, 2.9, 4.0, 6.5
CCN1CNC(=S)N(c2cc(C)ccc2C)C1
→ ., ., i, -1, 20%, ., ., -0.9, -0.21, -0.45, 0.19, ., ., i, 6, 27, 2.4, 1.3, 0.6
COc1ccccc1/C=N/NC(=O)CSc1cc(C)nc2ccccc12
→ 1, 715, i, 22, -34%, -1.6, 1513, -0.9, -0.17, -0.64, 0.51, 35, 719, i, -8, -2, 27*, 19*, 66*
O=Nc1ccc(NOC(=O)c2ccc(Br)cc2)cc1
→ ., ., i, 4, 10%, 0.08, 1519, -0.69, -0.19, -0.47, 0.73, 1.4, 1324, i, 3, -12, 2.2, 1.3, 2.5
O=C1CC(Sc2ncn[nH]2)C(=O)N1c1ccccc1 (stereo not drawn)
→ 0, 708, i, -5, 14%, ., ., 0.1, -0.31, 0.1, -0.58, -0.6, 1072, i, -2, 4, 3.0, 0.9, 5.9
CN1CCN(/N=C/c2nc(-c3ccccc3Cl)n3ccccc23)CC1
→ -8, 599, i, 0, 10%, -0.11, 1440, -0.35, 0.55, -0.2, 0.45, -2.0, 1157, i, -14, 6, 3.6, 2.7, 8.9
Cc1cccc(CC2CC(=O)N(c3nc4ccccc4s3)C2=O)c1 (stereo not drawn)
→ -3, 685, i, -2, 13%, ., ., -0.0062, -0.2, -0.24, 0.057, -0.7, 1537, i, -2, -10, 3.1, 3.1, 4.2

Source: PubChem BioAssay (several laboratories)

Not all compounds are listed; count on the stated rates, not on these rows.
